Screens as filed in PubChem BioAssay.
ATXN2 expr inh – ATXN2 expression inhibition; HEK-293 ATXN2-luciferase reporter, luminescence, 24 h; Potency, µM (titrated, usually from 57 µM), without a hit: at the highest dose activity change, negative = inhibition, hits mostly inhibitors; 360,000 compounds, 0.72% hits; also: potency is read from the fitted curve at half-maximal effect; % is scaled to controls: 0 for no effect and ±100 for the full control effect; nearly all actives have a fitted effect of over 55% in size
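ATXN2-luciferase reporter cells (luciferase flanked by upstream and downstream ATXN2 gene portions) were treated 24 h at 37 °C with compounds at up to 57 uM. SteadyGlo luminescence gave expression; GF-AFC fluorescence gave viability.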
IL-1B inflam inh – inflammasome signaling inhibition, IL-1 beta readout; THP-1 LPS/ATP IL-1B secretion, AlphaLISA, 16 h; stronger effect = lower value; activity change, % at 57.5 µM; 360,000 compounds, 4.7% hits; in the data active = activity change below about -50%; inconclusive = mostly about -30% to -49%; also: % is scaled to controls: 0 for no effect and ±100 for the full control effect
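THP-1 cells pretreated 1 hr with compounds (up to 57.5 uM final), then stimulated with LPS (250 ng/mL final) plus ATP (1.25 mM final); secreted IL-1B measured by AlphaLISA after 16 hr, decreased signal indicating inhibition.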
HepG2 viability – counter-screen for TGF-b inhibitors: cytotoxicity in HepG2 cells. HepG2 CAGA-GFP viability, ATP luminescence, 18 h. Potency, µM (titrated, usually from 46.1 µM), without a hit: at the top dose activity change, negative = cytotoxicity, actives largely listed as cytotoxic. 410,000 compounds, 0.76% hits; also: potency is read from the fitted curve at half-maximal effect; some results filed as inactive show a strong effect at the top dose
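HepG2 CAGA-GFP cells (1000/well, DMEM with 1% FBS) received compound, then TGF-beta at 500 pg/mL final, and were incubated 18 hours at 37 degrees C. Viability was read by CellTiter-Glo luminescence. Media-only wells were set as complete cell-killing and DMSO as no toxicity.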
A549 viability – kills or reduces viability of A549 cells in Nrf2 counter-screen | Potency, µM (doses to about 46 µM), inactives show top-dose activity change, negative = cytotoxicity, usual class: inhibitors | A549 ARE-Fluc cells, CellTiter-Fluor viability, 18-24 h | 390,000 compounds, 0.16% hits; also: potency is read from the fitted curve at half-maximal effect; % is scaled to controls: 0 for no effect and ±100 for the full control effect
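A549 ARE-Fluc cells in 5% FBS OPTI-MEM, 5000 cells/well, rested 2 h then exposed to compounds in concentration-response for 18-24 h at 37 °C. Viability by CellTiter-Fluor fluorescence (Ex 405/Em 525) after 30 min; luciferase luminescence (BugLite, 15 min, RT) read afterwards.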
ATXN viability – cell viability loss in ATXN counter-screen. 400,000 compounds, 0.49% hits. S2 cells (HEK-293 line with an ATXN2-luciferase reporter) viability, CellTiter-Fluor protease fluorescence, 24 h. Potency, µM (top dose mostly 56.7 µM), actives largely listed as cytotoxic; also: potency is read from the fitted curve at half-maximal effect; nearly all actives have a fitted effect of over 40% in size
Nrf2 ARE act – Nrf2 pathway activation; AREc32 ARE-luciferase reporter (MCF7-derived line), luminescence, 24 h; Potency, µM (top dose mostly 46.1 µM), for inactives: at the top dose activation, most hits filed as activators; 410,000 compounds, 0.31% hits; AID 624171; also: potency is read from the fitted curve at half-maximal effect; % of control where 0% means no effect; nearly all actives have a fitted effect of over 65% in size
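Reporter line AREc32 (ARE-Fluc), seeded overnight in OPTI-MEM with 5% FBS; compound pin-transferred, 24 hr at 37 deg C, 5% CO2; luminescent read-out.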
MCF10A rereplic – DNA re-replication induction in MCF 10a cells; MCF 10A DNA re-replication, Hoechst nuclear intensity, 48 h; Potency, µM (doses to about 46.1 µM), without a hit: top-dose activity, positive = re-replication, usual class: activators; 350,000 compounds, 2.9% hits; AID 624296; also: potency is read from the fitted curve at half-maximal effect; % of control where 0% means no effect; nearly all actives have a fitted effect of over 50% in size
TGFb inhibitor – TGF-b pathway inhibition | Potency, µM (titrated, usually from 46.1 µM), inactives show at the highest dose activity, negative = inhibition, usual class: inhibitors | 410,000 compounds, 1.2% hits | HepG2 CAGA-GFP TGF-b/SMAD3 reporter, GFP fluorescence, 18 h; TGF-beta stimulated, 500 pg/mL final; also: potency is read from the fitted curve at half-maximal effect; % is scaled to controls: 0 for no effect and ±100 for the full control effect; nearly all actives have a fitted effect of over 65% in size
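Inhibition was scored as loss of TGF-beta-induced (500 pg/mL final, 18 hours, 37 degrees C) GFP in HEPG2 cells carrying a CAGA-GFP reporter, in DMEM with 1% FBS. Well GFP was summed per cell; Activity was normalised to unstimulated and stimulated DMSO wells, then concentration-response fitting.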
Nrf2 block – blocks Nrf2 signaling | Potency, µM (titrated, usually from 46 µM), for inactives: top-dose activity change, negative = inhibition, usual class: inhibitors | A549 ARE-Fluc reporter, luciferase luminescence, 18-24 h | 360,000 compounds, 2.1% hits; also: potency is read from the fitted curve at half-maximal effect; % is scaled to controls: 0 for no effect and ±100 for the full control effect; nearly all actives have a fitted effect of over 60% in size
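Nrf2 activity is the BugLite luminescence, read 15 min after reagent at room temperature, following CellTiter-Fluor cytotoxicity readout (30 min, 37C). Compound titrations were applied for 18-24 h to 5000 A549 ARE_Fluc cells/well in 5% FBS OPTI-MEM.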
The depositor's hits bear a star; i = inactive; u = inconclusive; x = no result given; [ ] = remark or other dose. Unless noted, calls follow the shape of the dose curve; as a rule, active = well fitted curve in the direction sought with a large enough effect; inconclusive = small, poorly fitted or top-dose-only effect, or another doubt; inactive = no such curve, though single readings can be large; an effect the other way counts as inactive or inconclusive.

SMILES	ATXN2 expr inh	IL-1B inflam inh	HepG2 viability	A549 viability	ATXN viability	Nrf2 ARE act	MCF10A rereplic	TGFb inhibitor	Nrf2 block
C[C@@H]1CN([C@@H](C)CO)C(=O)CCCn2nncc2CO[C@H]1CN(C)S(=O)(=O)c1ccc2ccccc2c1	-12%	-27	-6%	x	i	0.4%	x	-2%	x
O=C(NCCCn1ccnc1)C(F)(F)C(F)(F)C(=O)NCCCn1ccnc1	8%	10	-15%	-3%	i	-0.9%	-5%	1%	-4%
CCOc1cc(CNn2cnnc2SCC(=O)NC(C)(C)C)ccc1OCC(=O)NC(C)(C)C	0%	20	4%	4%	i	-0.1%	-11%	14%	-10%
CSc1ccccc1NC(=O)COC(=O)c1c[nH]c(=O)[nH]c1=O	-10%	-11	-2%	6%	i	0.2%	5%	-1%	-1%
O=C(O)c1ccc(CNC(=O)c2ccccc2NC(=O)c2cccc([N+](=O)[O-])c2)cc1	4%	19	-8%	1%	i	0.1%	-26%	-8%	-2%
O=C(N/N=C/c1cccnc1)c1cc(-c2cccs2)nc2ccccc12	0%	30	-45%	2%	i	0.2%	u	-10%	-23%
COc1ccccc1N1CCN(c2ncccc2-c2nc(-c3ccc(Cl)cc3)no2)CC1	24%	x	4%	-10%	i	3.9%	x	2%	u
Cc1ccc(NC(=O)CSc2nsc(SCC(=O)Nc3ccc(C)cc3C)c2C#N)c(C)c1	-18%[11.3 µM]	39	-3%	-6%	i	2.0%	11%	1%	-3%
CN(C)c1nc(N(C)C)nc(N2CC(CCl)OC2=N)n1 (stereo unspecified)	3%	1	-17%	-2%	i	0.4%	u	-11%	12%
CC1C(=O)N2CCCc3cc(S(=O)(=O)N(C)Cc4ccccc4)cc1c32 (stereo unspecified)	x	27	-2%	7%	i	0.0%	9%	-8%	8%
O=C(c1cccs1)N1CCCc2ccccc21	8%	6	-6%	-7%	i	4.5%	23%	9%	19%
C=CCn1c(SCc2cccc(OC)c2)nnc1-c1ccncc1	x	-9	-5%	5%	i	0.1%	0%	-2%	-27%
Cc1c(C)c2ccc(OCC(=O)N3CCOCC3)c(C)c2oc1=O	23%	-9	0%	1%	i	3.1%	1%	18%	1%
CC(=O)Nc1cccc(-c2ccnc3c2CC(C)(C(=O)NCc2ccco2)O3)c1 (stereo unspecified)	0%	78	-10%	x	u	4.6%	x	-19%	x
CCCn1c(=NC(=O)CCS(=O)(=O)c2ccccc2)sc2cc(S(N)(=O)=O)ccc21	3%	14	-71%	9%	i	u	u	0%	9%
CC1=Nn2c(nc(-c3ccccc3)c2-c2ccccc2)NC(=O)C1Br (stereo unspecified)	2%	11	-19%	-3%	i	0.3%	6%	13%	x
CCN(CC(=O)Nc1ccccc1OC)CC(=O)Nc1ccccc1-c1ccccc1	-29%	27	3%	-30%	i	0.4%	15µM*	u	-4%
CCOC(=O)CNC(=O)Cn1cnc2c(nnn2-c2cccc(OC)c2)c1=O	5%	-6	23%	-5%	i	-0.5%	14%	0%	12%
O=C(Oc1ccc2ccccc2c1)c1cncc(Br)c1	-32%	48	12%	1%	i	0.4%	-3%	-1%	0%
O=c1c2ccccc2nc(SCc2cn3ccsc3n2)n1-c1ccc(F)cc1	-9%	-29	3%	-12%	u	6.8%	u	11%	u
COc1ccc(CC(=O)Oc2ccc(Br)cc2F)cc1S(=O)(=O)N1CCOCC1	-5%	-6	-2%	-1%	i	-0.2%	-1%	u	-2%
Cc1ccc(NC(=O)CCN2C(=O)C3CCCCC3C2=O)cc1[N+](=O)[O-] (stereo unspecified)	23%	-1	3%	-2%	i	-0.4%	-5%	6%	-15%
Cc1cccc(NC(=O)CSc2nc(-c3cccs3)cc(C(F)(F)F)c2C#N)c1C	-9%	x	-21%	-3%	i	3.4%	x	-5%	9%
COc1ccc(C2=C(N3CCN(c4cccc(C)c4)C(C)C3)c3ccccc3C2=O)cc1 (stereo unspecified)	-21%	x	-20%	u	u	5.2%	x	-9%	u
CCCC1CC(c2csc(N)n2)CCO1 (stereo unspecified)	-2%	4	-64%	1%	i	0.0%	0%	40%[activator]	-1%

Full records, looked up by structure. Order of screens: ATXN2 expr inh	IL-1B inflam inh	HepG2 viability	A549 viability	ATXN viability	Nrf2 ARE act	MCF10A rereplic	TGFb inhibitor	Nrf2 block
`CCOc1cc(CNn2cnnc2SCC(=O)NC(C)(C)C)ccc1OCC(=O)NC(C)(C)C` as listed: 0%	20	4%	4%	i	-0.1%	-11%	14%	-10%
`O=C(N/N=C/c1cccnc1)c1cc(-c2cccs2)nc2ccccc12` as listed: 0%	30	-45%	2%	i	0.2%	u	-10%	-23%
`O=c1c2ccccc2nc(SCc2cn3ccsc3n2)n1-c1ccc(F)cc1` as listed: -9%	-29	3%	-12%	u	6.8%	u	11%	u
`Cc1ccc(NC(=O)CCN2C(=O)C3CCCCC3C2=O)cc1[N+](=O)[O-]` (stereo unspecified) as listed: 23%	-1	3%	-2%	i	-0.4%	-5%	6%	-15%

Following part:
SMILES	ATXN2 expr inh	IL-1B inflam inh	HepG2 viability	A549 viability	ATXN viability	Nrf2 ARE act	MCF10A rereplic	TGFb inhibitor	Nrf2 block
O=C(c1ccc(Oc2ccc([N+](=O)[O-])cc2Cl)cc1)N1CCCC1	u	0	-25%	11%	i	5.1%	-8%	-25%	u
CC1=C(c2ccc(C)cc2)S(=O)(=O)N(Cc2ccc(C(=O)Nc3ccc(C)c(F)c3)cc2)C1=O	-23%	x	-11%	-2%	i	-0.2%	x	u	-4%
CC(C)[C@@H]1Cc2[nH][nH]c(=O)c2[C@H](C(C)C)O1	19%	-10	x	x	u	5.4%	x	x	x
CN(CC(=O)Nc1ccccc1Br)C(=O)c1ccncc1	2%	-7	-9%	32%	i	-0.6%	0%	-9%	4%
O=C(CCCCCCN1C(=O)c2ccccc2C1=O)Nc1nccs1	0%	37	-11%	-12%	i	-0.8%	-5%	-10%	-27%
CCOc1ccc(NC(=O)CCN2CCN(S(=O)(=O)c3cc(Cl)ccc3OC)CC2)cc1	-4%	-15	10%	-1%	i	2.5%	-1%	-27%	x
CN(C)C(=O)c1cn(-c2ccccc2)nc1-c1cccs1	-4%	-22	14%	14%	i	-0.4%	4%	6%	-10%
O=C(Nc1c(C(=O)N2CCN(c3ccccc3)CC2)oc2ccccc12)c1ccccc1F	-20%	x	-6%	0%	u	-0.3%	x	u	x
NS(=O)(=O)c1ccc(N2N=C(c3ccccc3)CC2c2cccc(Cl)c2)cc1 (stereo unspecified)	u	-70*	-110%	-10%	i	-3.3%	u	u	u
CCOc1ccc(N=C2NC(=O)S/C2=C\c2ccc(OC)cc2)cc1	-22%	4	-8%	-2%	i	-0.7%	-4%	2%	-9%
Cn1c(/N=C/c2ccc3c(c2)OCO3)nc2ccccc21	4%	13	-10%	3%	i	-0.4%	-3%	19%	13%
CC1CN(c2oc(Cc3cccc4ccccc34)nc2C#N)CC(C)O1 (stereo unspecified)	-2%	-20	-42%	-2%	i	-0.9%	6%	u	-25%
COc1cccc(C2C(C(=O)c3cccs3)=C(O)C(=O)N2CCN2CCOCC2)c1 (stereo unspecified)	x	-7	3%	0%	i	0.3%	-1%	4%	15%
CCN(CC(=O)Nc1ccccc1C(F)(F)F)C(=O)CN1C(=O)NC(C)(c2ccc3ccccc3c2)C1=O (stereo unspecified)	-13%	-10	-25%	0%	i	0.3%	-5%	-5%	3%
CCC1(C)NC(=O)N(CC(=O)N2CCC(Cc3ccccc3)CC2)C1=O (stereo unspecified)	-17%	5	-1%	1%	i	-0.3%	-5%	-2%	-16%
O=C(Cc1n[nH]c(=O)c2ccccc12)OCC(=O)N(Cc1ccccc1)Cc1ccccc1	x	-7	-1%	2%	i	-0.8%	u	u	u
Cc1ccc(Oc2ccccc2NC(=O)C2=COCCO2)cc1	6%	-4	-48%	4%	i	-0.8%	4%	0%	-1%
O=C(c1ccco1)N1CCCC(c2nc3c(nnn3Cc3ccccc3)c(=O)[nH]2)C1 (stereo unspecified)	-1%	16	1%	-4%	i	-0.1%	-8%	u	18%
Cc1cc(C)c(C#N)c(SCC(=O)Nc2ccc(S(=O)(=O)Nc3onc(C)c3C)cc2)n1	-2%	0	-38%	8%	i	0.3%	13%	-15%	6%
COc1cc(CNC2CCCCCCC2)c(Br)cc1OCCO	-27%	u	-21%	-5%	i	0.5%	7%	26%	3%
COc1ccccc1C(=O)COC(=O)CSCC(=O)Nc1cc(C)on1	5%	16	-15%	7%	i	2.8%	5%	-9%	u
CC(=O)OCC(NC(=O)C1CCCN1C(=O)OC(C)(C)C)C1OC(n2cc(F)c(=O)[nH]c2=O)C(OC(C)=O)C1OC(C)=O (stereo unspecified)	x	x	0%	0%	x	x	x	-5%	20%
CCOc1cc(NC(=S)NCC2CCCO2)c(OCC)cc1NC(=O)CC(C)C (stereo unspecified)	-13%	30	20%	5%	i	-0.4%	3%	0%	-3%
CC12CCC(C(=O)Nc3nc4ccccc4s3)(OC1=O)C2(C)C (stereo unspecified)	53%[activator]	-8	-4%	0%	i	0.2%	15%	5%	u
COc1ccc2oc(=O)c(C(=O)NCCc3c(C)[nH]c4ccc(F)cc34)cc2c1	-4%	x	0%	-2%	i	0.3%	x	35%	-14%
Cc1ccsc1C(=O)NN=C1CCCCCC1	93%[activator]	u	-2%	5%	i	3.1%	-5%	-17%	u
OC[C@@H]1CN(Cc2ccc(Cl)cc2)C[C@H](n2cnc3c(NCc4ccncc4)ncnc32)O1	0%	-7	-8%	x	i	3.7%	x	-2%	x
O=C1CC(c2nnc(Cc3c(F)cccc3Cl)o2)CN1c1ccccc1 (stereo unspecified)	-3%	x	0%	12%	i	3.2%	x	4%	u
CCOc1ccccc1/C=N/NC(=O)C[n+]1ccccc1	x	16	-17%	13%	u	-0.4%	-4%	-16%	3%

Rows were taken by chance, and some 8.8% of all compounds hit somewhere here.
